M1 PAM parental: M1 PAM counterscreen hit in parental CHO-K1 cells. activation, % at 3 µM. hit rate 0.02% among 360,000. ATP EC20, Fluo-8 calcium fluorescence; 0% at ATP EC20, 100% at ATP max;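 active = activation above the run cutoff, the mean activation of all test compounds plus 3 SD, cut at about 40% in these data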;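 note: peak over basal fluorescence ratio in a 140 s read after ATP addition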
TAAR1 antag: antagonists of human TAAR1 | inhibition, % at 3 µM | Q96RJ0 | CHO RD-HGA16 TAAR1, Fluo-8 calcium fluorescence, antagonist | AID 624466 | hit rate 1.5% among 360,000;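 active = inhibition above a per-plate cutoff, the mean inhibition of test compounds on that plate plus 3 SD, cut at about 49% in these data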;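 note: 0% = DMSO plus EC80 beta-PEA response and 100% = DMSO alone without agonist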
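Assay system: RD-HGA16 CHO cells with stable hTAAR1 and Gα16 / Reagent: EC80 β-phenethylamine stimulus / Doses: 3 µM, single point / Timing: dye loading 75 min at 37 °C, then 30 min room temperature / Measured by: Fluo-8 intracellular calcium dye fluorescence, real-time kinetic reads / Controls: vehicle wells and EC80 agonist wells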
CHRM1 antagonist: blocks human M1 muscarinic receptor; hit rate 1.3% among 360,000; inhibition, % at 3 µM; CHO-K1 hM1, Fluo-8 calcium fluorescence, ACh EC80 antagonist;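 active = percent inhibition above its own plate's cutoff, namely the mean of that plate's compound wells plus 3 SD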;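 note: peak over basal fluorescence ratio during 140 s after agonist addition; 0% = ACh EC80 plus DMSO and 100% = DMSO alone without agonist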
Target sequence (P11229 whole entry, looked up): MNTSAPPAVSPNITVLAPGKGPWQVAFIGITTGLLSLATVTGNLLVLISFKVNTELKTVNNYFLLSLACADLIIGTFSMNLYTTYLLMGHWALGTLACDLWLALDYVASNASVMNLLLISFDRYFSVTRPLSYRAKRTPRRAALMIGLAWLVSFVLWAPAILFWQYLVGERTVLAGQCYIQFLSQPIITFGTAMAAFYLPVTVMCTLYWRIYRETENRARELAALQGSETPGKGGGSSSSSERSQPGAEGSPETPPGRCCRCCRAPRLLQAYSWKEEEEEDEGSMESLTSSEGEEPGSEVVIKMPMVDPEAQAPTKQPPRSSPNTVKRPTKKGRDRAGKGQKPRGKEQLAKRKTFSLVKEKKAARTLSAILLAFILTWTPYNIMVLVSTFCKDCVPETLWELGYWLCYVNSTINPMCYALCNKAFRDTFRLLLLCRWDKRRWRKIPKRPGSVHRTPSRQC
CHO-K1 Ca antag: M1 antagonist counterscreen hit in parental CHO-K1 cells; inhibition, % at 3 µM; hit rate 0.6% among 360,000; ATP-induced calcium, Fluo-8 fluorescence;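 active = inhibition above a per-plate cutoff, the plate's mean sample inhibition plus 3 SD, cut at about 24% in these data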;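 note: 0% = DMSO plus EC80 ATP and 100% = DMSO alone without ATP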
CHO-K1 Ca ag: M1 agonist counterscreen hit in parental CHO-K1 cells. activation, % at 3 µM. Fluo-8 calcium fluorescence; scaled to maximal ATP response, vehicle zero. hit rate 0.48% among 360,000. AID 602248; in the data active = activation above about 15%;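 note: untransfected CHO-K1 host cells lacking M1 receptor as counterscreen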
OXTR potentiator: human OXTR potentiation; CHO-OTR cells, Fluo-8 calcium fluorescence, potentiator mode; 0% = oxytocin EC15, 100% = EC100; hit rate 0.061% among 320,000; activation, % at 3 µM;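 active = activation above that plate's cutoff, the mean activation of tested compounds plus 3 SD, cut at about 6.6% in these data, passing the limit was not always enough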;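 note: 100% uses oxytocin at 75 nM as the full agonist control; some results filed as inactive read as strong as hits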
Target sequence (P30559 whole entry, looked up): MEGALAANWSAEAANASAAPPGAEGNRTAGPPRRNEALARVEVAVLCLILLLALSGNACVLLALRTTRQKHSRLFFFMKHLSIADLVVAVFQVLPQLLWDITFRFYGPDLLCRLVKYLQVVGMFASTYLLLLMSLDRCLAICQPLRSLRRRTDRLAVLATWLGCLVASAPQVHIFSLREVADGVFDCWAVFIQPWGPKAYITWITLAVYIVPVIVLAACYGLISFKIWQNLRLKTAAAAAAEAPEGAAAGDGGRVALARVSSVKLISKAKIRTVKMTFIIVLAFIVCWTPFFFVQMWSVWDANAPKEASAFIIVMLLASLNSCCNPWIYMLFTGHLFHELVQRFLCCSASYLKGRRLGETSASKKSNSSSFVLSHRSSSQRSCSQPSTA
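Material: human OTR in CHO cells. Compound: 3.0 µM, one dose. Timing: compound 6 min at room temperature before oxytocin, 100 s read. Evaluation: % activation of max/min ratio relative to oxytocin controls. Replication: single well per compound, singlicate. Signal: Fluo-8 calcium dye fluorescence.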
CHO parental Ca: counter-screen for OX1R antagonists: effect in parental CHO cells; AID 463079; inhibition, % at 5.6 µM; parental CHO-K1, ATP-induced calcium, Fluo-8 fluorescence; hit rate 0.63% among 330,000;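 active = inhibition above that plate's mean sample inhibition plus 3 SD, cut at about 26% in these data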;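 note: 0% = ATP-challenged DMSO wells and 100% = DMSO wells without ATP; some compounds past the cut are filed as inactive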
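Measured by: calcium-sensitive Fluo-8 fluorescence / Test system: CHO parental line / Controls: ATP-challenged DMSO wells low, unchallenged DMSO wells high / Measure: % inhibition / Compound: single nominal dose of 5.6 µM per compound / Replicates: single well per compound, no replicates / Reagent: ATP as calcium-mobilizing challenge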
TAAR1 agonist: agonists of human TAAR1; hit rate 0.99% among 360,000; CHO RD-HGA16 TAAR1, Fluo-8 calcium fluorescence; vehicle wells 0%, saturating PEA agonist 100%; activation, % at 3 µM; Q96RJ0;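 active = activation above the mean activation of all test compounds in the run plus 3 SD, cut at about 38% in these data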
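Benchmarks: low control DMSO, high control PEA (EC100); System: CHO RD-HGA16 cells carrying human TAAR1 plus Gα16; Detection: Fluo-8 fluorescence, 5 s baseline then 140 s kinetic read; Schedule: 17-24 h plating, Fluo-8 75 min 37 °C, 30 min RT; Read-out basis: % activation from peak over basal fluorescence ratio, DMSO-to-PEA scaled.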
CHRM1 agonist: activates human CHRM1 receptor; CHO-K1 hM1, Fluo-8 calcium fluorescence, agonist mode; 0% DMSO, 100% acetylcholine EC100; activation, % at 3 µM; hit rate 0.33% among 360,000; AID 588814;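 active = activation above the run's mean compound activation plus 3 SD, cut at about 16% in these data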;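 note: peak over basal fluorescence ratio within a 140 s kinetic read after compound addition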
The depositor's hits bear a star; . = no result given.

Below each SMILES – M1 PAM parental	TAAR1 antag	CHRM1 antagonist	CHO-K1 Ca antag	CHO-K1 Ca ag	OXTR potentiator	CHO parental Ca	TAAR1 agonist	CHRM1 agonist
#1 C[C@]12CC[C@H](O)CC1=CC(=O)C1C2CC[C@]2(C)C(=O)[C@H](O)CC12 (stereo partly drawn)
 : -19	-27	-8	1	-0.1	-1	10	5	-3
#2 NC(=O)c1cc([N+](=O)[O-])cc([N+](=O)[O-])c1
 : 5	-31	-22	-7	0.2	.	.	1	-4
#3 COC1=C(OC)[C@]23CCc4ccc(OC)c(OC)c4[C@]2(CCN3C)CC1=O
 : -16	2	6	6	-0.2	-7	7	-1	1
#4 C=C1C/C(=C/C)C(=O)O[C@@H]2CCN3CC=C(COC(=O)[C@]1(C)O)[C@H]23
 : .	-7	.	.	.	-3	-9	1	.
#5 CCCCCCC[n+]1ccc(-c2cc[n+](CCCCCCC)cc2)cc1
 : -7	7	18	3	-0.1	-5	-10	-1	-9
#6 C=CCn1c(O)c(C(CC)=NCCc2c[nH]c3ccccc23)c(=O)[nH]c1=O
 : -13	26	16	5	7.0	-13	-7	9	2
#7 NC(=O)c1cn(C2CCCCC2)c2ccccc2c1=O
 : -9	-9	-6	-13	0.4	-5	-7	0	-5
#8 CC(Cc1cccs1)NCc1ccc(Cl)cc1 (stereo not drawn)
 : 11	-12	-5	-7	0.4	2	2	5	-5
#9 Cc1nc2ccccc2c(=O)n1-c1ccc(F)cc1F
 : 12	-5	-3	-13	2.5	-5	-2	3	-1
#10 COc1cc(-n2c(=S)[nH]c3ccccc3c2=O)c(Cl)cc1Cl
 : -11	3	-6	-6	1.8	-16	-16	16	-3
#11 CCc1ccc(N2C(=O)NC(=O)/C(=C/c3cccn3CCOc3ccc(C)cc3)C2=O)cc1
 : 10	1	-3	-8	0.5	3	-19	13	-7
#12 CCN1CCN(c2ccc(N)cc2)CC1
 : 10	5	-2	-13	1.3	-4	-5	3	-8
#13 CC(N)Cc1c[nH]c2ccc(O)cc12 (stereo not drawn)
 : 11	-14	-28	-6	0.3	.	.	2	-2
#14 CCOC(=O)C1(CCOc2ccccc2)CCN(C2Cc3ccccc3C2)CC1
 : 11	-4	46*	-9	3.2	-6	-22	5	-5
#15 Cn1c(O)c(C=NCCCCCCCCCCC(=O)O)c(=O)n(C)c1=O
 : -5	2	-16	-1	0.3	-4	-5	3	1
#16 CN(C)c1nc(N(C)C)nc(N(C#N)CCCl)n1
 : 0	5	-3	-10	0.4	-5	2	3	-9
#17 CCCCCn1c(=O)c(C(=O)Nc2ccccn2)c(O)c2ccccc21
 : -9	6	-28	0	0.2	-5	-10	-1	-1
#18 CC(C)CCNC(=O)CN1C(=O)CN=C(c2ccccc2)c2ccccc21
 : 11	4	-9	-8	0.5	-5	-15	-1	-3
#19 Cc1n[nH]c(C)c1CCN
 : 5	-6	-5	-10	0.2	-6	5	0	-4
#20 O=C(c1ccccc1)C(CN1CCCC1)c1ccccc1 (stereo not drawn)
 : 26	-8	51*	2	-0.1	-6	-8	1	-7
#21 CC(=NCC1CCCO1)c1c(O)n(Cc2ccccc2)c(=O)[nH]c1=O (stereo not drawn)
 : 19	6	-21	1	0.4	3	-34	6	-4
#22 COc1cccc(C(=O)N2CCC3(CC2)OCCO3)c1
 : -9	16	-4	-9	0.3	-17	6	0	-2
#23 CC(C)C(O)(C(=O)OCC1=CCN2CCC(O)C12)C(C)O (stereo not drawn)
 : -4	-7	-1	-9	0.1	.	.	2	-9
#24 Cc1ccc(-c2nc3ccc(Cl)cc3n2OC(=O)N(C)C)cc1
 : -4	-2	8	22	0.8	-1	-2	-1	0
#25 CCCC(=O)C1C(=O)NC(=O)NC1=O
 : 6	-17	-13	-14	0.4	-19	-2	6	-2
#26 CCOc1cc(CNCCc2c[nH]c3ccccc23)cc(Cl)c1OC
 : 9	21	13	-3	15	-24	-17	18	-4
#27 O=C1NC(=O)N(Cc2ccccc2)C(=O)/C1=C\c1ccco1
 : 4	24	2	-10	1.5	-13	9	5	0
#28 Fc1ccc(C2NCCc3[nH]cnc32)cc1 (stereo not drawn)
 : 15	1	5	-7	0.2	-6	-2	3	-3
#29 Clc1cccc(Cl)c1NC1=NCCS1
 : 10	6	-15	-10	1.4	.	.	0	-3
#30 COC(=O)CCCC(NC(=S)N1CC2C[C@@H](C1)Cn1c2cccc1=O)C(=O)OC (stereo partly drawn)
 : 14	2	-3	1	0.8	-12	4	1	-4
#31 CCn1ccnc1CN1CCCC(C(=O)c2cc(C)c(OC)c(C)c2)C1 (stereo not drawn)
 : -4	-16	38*	-2	1.9	-5	-20	0	-6
#32 COc1ccc(/C=C2/C(=O)NC(=O)N(c3ccc(C)c(C)c3)C2=O)cc1CN1C(=O)c2ccccc2C1=O
 : -4	7	3	6	0.2	-3	-10	4	-5
#33 N#Cc1cn(C2OC(CO)C(O)C2O)c2ncnc(N)c12 (stereo not drawn)
 : -5	6	-12	-17	0.2	.	.	4	-1
#34 CN1CCCN(C(=O)COc2ccc(F)cc2Cl)CC1
 : 4	-13	-11	-9	1.4	-4	-4	2	-5
#35 COC(=O)C1=C(c2ccc(OCc3ccccc3)cc2)C[C@@H]2CC[C@H]1N2C(=O)NC1CCN(Cc2ccccc2)CC1
 : 3	.	25	20	1.5	-9	19	.	-9
#36 COc1ccc2c(c1O)-c1c(OC)c(OC)cc3c1[C@H](C2)N(C)CC3
 : 12	-5	-22	4	-0.1	-4	-8	0	-3
#37 O=[N+]([O-])c1ccc(N2CCCC(C(F)(F)F)C2)c2ccncc12 (stereo not drawn)
 : 3	12	-2	-12	5.9	-15	16	0	-2
#38 Cc1cccn2c(=O)c3c(nc12)N1CCCCC1C1(C3)C(=O)N(C)C(=O)N(C)C1=O (stereo not drawn)
 : 14	6	-14	-8	-0.4	1	-19	-2	-2
#39 Fc1cccc(C2NCc3ccccc3-n3cccc32)c1 (stereo not drawn)
 : 8	6	-10	-13	2.4	1	-11	-2	-10
#40 CSc1ccc(C(c2c(O)c3ccccc3oc2=O)c2c(C)n(C)n(-c3ccccc3)c2=O)cc1 (stereo not drawn)
 : 10	-13	-8	-13	1.5	1	-7	2	-3
#41 Cc1ccc(-c2nn(Cc3ccccc3)cc2C(=O)O)cc1
 : -6	-4	-9	9	-0.5	-1	4	0	0
#42 OCCCCO
 : 13	2	-12	-13	0.5	2	-5	4	-1
#43 Cc1ccc2nsnc2c1-n1c(C)nc2ccccc2c1=O
 : 0	5	-9	-7	0.2	-1	-9	0	-1
#44 NP(=O)(Nc1ccccc1)Nc1ccccc1
 : 5	-5	-8	11	0.4	.	.	6	-3
#45 O=C(COc1ccc(S(=O)(=O)N2CCOCC2)cc1)N1CCN(Cc2ccc3c(c2)OCO3)CC1
 : 2	22	2	-9	7.8	-12	-2	6	1
#46 COc1ccc(/C=C/C=C2C(=O)NC(=S)NC2=O)cc1
 : 4	6	-11	-9	1.0	.	.	3	-1
#47 COCCCn1c(-c2ccc(OC)cc2)cc(C(=O)NC2CCCCCCC2)c1C
 : 22	7	-11	-14	0.0	-6	-13	-2	-10
#48 O=c1[nH]c(O)c(/C=C2\C=NN=C2c2ccccc2)c(=O)[nH]1
 : 9	-12	-7	-17	0.1	2	-1	4	-3
#49 COc1ccc(CCNCc2ccccc2F)cc1
 : 16	-16	-3	-9	2.1	-2	-16	14	-8
#50 Cc1ccc(OCC(=O)Nc2ccc(Cl)cc2C(=O)c2ccccc2)cc1
 : 17	-17	-5	-7	0.6	-17	-23	3	-6

Record cards (already shown):
COc1ccc(CCNCc2ccccc2F)cc1 is listed with M1 PAM parental: 16; TAAR1 antag: -16; CHRM1 antagonist: -3; CHO-K1 Ca antag: -9; CHO-K1 Ca ag: 2.1; OXTR potentiator: -2; CHO parental Ca: -16; TAAR1 agonist: 14; CHRM1 agonist: -8
O=c1[nH]c(O)c(/C=C2\C=NN=C2c2ccccc2)c(=O)[nH]1 is listed with M1 PAM parental: 9; TAAR1 antag: -12; CHRM1 antagonist: -7; CHO-K1 Ca antag: -17; CHO-K1 Ca ag: 0.1; OXTR potentiator: 2; CHO parental Ca: -1; TAAR1 agonist: 4; CHRM1 agonist: -3

Further compounds follow:
Below each SMILES – M1 PAM parental	TAAR1 antag	CHRM1 antagonist	CHO-K1 Ca antag	CHO-K1 Ca ag	OXTR potentiator	CHO parental Ca	TAAR1 agonist	CHRM1 agonist
#51 S=C=Nc1cccc(C2(N3CCCCC3)CCCCC2)c1
 : 28	-2	50	-8	0.5	-2	-9	0	-7
#52 COc1ccc(-c2ccc3c(c2)CN(C(=O)C(C)(C)C)Cc2cnnn2-3)cc1
 : 3	-3	3	20	2.6	.	.	3	-8
#53 COC(=O)[C@]1(C)C[C@H]1[C@H](NP(=O)(c1ccccc1)c1ccccc1)c1ccccc1
 : 14	5	-4	-9	-0.2	-9	-16	10	-2
#54 CCOP(=O)(OCC)C(NC(=O)c1ccc(C)cc1)C(Cl)(Cl)Cl (stereo not drawn)
 : 22	5	8	-3	0.5	0	-13	4	-6
#55 c1ccc2c(CN3CCCCCCC3)c[nH]c2c1
 : -7	2	6	6	0.1	-2	-4	13	-8
#56 Cc1cccc(-n2c(O)c(C=NCCN3CCNCC3)c(=O)[nH]c2=S)c1
 : 18	-10	25	-1	0.2	-1	2	0	53*
#57 CC12CN3CC(C)(CN(C1)C3c1ccco1)C2=O (stereo not drawn)
 : 20	16	5	-6	0.6	-5	7	7	-5
#58 CCC(=NCc1cccnc1)c1c(O)n(Cc2ccccc2)c(=O)[nH]c1=O
 : 4	-16	-2	6	0.2	-1	-13	12	-2
#59 CC1([N+](=O)[O-])COP(=O)(Nc2ccc(F)cc2)OC1 (stereo not drawn)
 : 25	-9	-15	-16	3.3	.	.	4	1

Screening results: PubChem BioAssay, The Scripps Research Institute Molecular Screening Center

The list is partial (hit frequency here may not be typical).
